Screening data (PubChem BioAssay)
Growth percent in the NCI-60 one-dose screen (48 h, 10 µM unless noted): 100 = growth as untreated, 0 = no growth, -100 = all killed.
DU-145 – DU-145 prostate cancer. 81,000 tested, 4.2% active. AID 1794760
KM12 – KM12 colon cancer cells | 82,000 tested, 5% active | AID 1794800
SW-620 – SW-620 colon cancer; 82,000 tested, 5.2% active
PC-3 – PC-3 prostate cancer cells; 80,000 tested, 3.9% active; AID 1794754
OVCAR-4 – OVCAR-4 ovarian cancer cells. 80,000 tested, 3.7% active. AID 1794784
OVCAR-8 – OVCAR-8 ovarian cancer; 81,000 tested, 4.4% active; AID 1794782
OVCAR-3 – OVCAR-3 ovarian cancer; 79,000 tested, 7% active
OVCAR-5 – OVCAR-5 ovarian cancer; 82,000 tested, 2.9% active
HCC-2998 – HCC-2998 colon cancer. AID 1794799. 79,000 tested, 4.7% active
* marks the source's active call; other numbers are inactive results; . = not tested or not shown; & = joins results of further samples; [ ] = remark or other dose. How the source made its calls: active means growth percent below 10; inactive means the rest.

SMILES | DU-145 | KM12 | SW-620 | PC-3 | OVCAR-4 | OVCAR-8 | OVCAR-3 | OVCAR-5 | HCC-2998
COc1cc(-c2nc(-c3ccccc3)[nH]c2-c2ccnc(NCCCNS(=O)(=O)c3ccccc3)n2)ccc1Cl | 88 | 81 | 107 | 56 | 116 | 83 | 108 | 118 | 159
COC(=O)[C@]12CC[C@@H](C(=O)/C=C/c3cccnc3)[C@@H]1[C@H]1CC[C@@H]3[C@@]4(C)C/C(=C/c5cccnc5)C(=O)C(C)(C)[C@@H]4CC[C@@]3(C)[C@]1(C)CC2 | -68* | -75* | -67* | -14* | -39* | -34* | -93* | -63* | -55*
O=C(Nc1ccc2oc(=O)ccc2c1)c1ccc(-c2ccc(Cl)c(Cl)c2)o1 | 92 | 74 | 101 | 73 | 92 | 94 | 103 | 100 | 101
COc1ccc2cc(C3=CCCC3(C)C(=O)O)ccc2c1 (stereo not drawn) | 115 | 116 | 113 | 113 | 110 | 105 | 113 | 111 | 104
NS(=O)(=O)c1ccc(Nc2nc(N/N=C/c3cccc4ccccc34)nc(Nc3ccccc3)n2)cc1 | 69 | 73 | 107 | 55 | 83 | 60 | 77 | 91 | 84
COc1ccc(/C=C2\CCCC3=C2N=C2SC=NN2C3c2ccc(OC)cc2)cc1 (stereo not drawn) | 118 | 115 | 109 | 97 | 85 | 99 | 115 | 101 | 112
Cn1c(=O)[nH]c(=O)c2nc(CC(O)c3ccccc3)c(=O)[nH]c21 (stereo not drawn) | 107 | 104 | 105 | . | 98 | 101 | 106 | 98 | 101
COC(=O)Cn1c2c(c3c(OC)cccc31)C(=O)c1ccccc1-2 | 104 | 107 | 97 | 87 | 101 | 107 | 116 | 81 | 90
CCCCOC(=O)c1ccccc1 | 114 | 104 | 99 | 87 | 104 | 96 | 121 | 95 | 107
CN(C)CC1C(=O)O[C@H]2[C@H]1CC/C(COC(=O)c1cc3ccccc3[nH]1)=C\CC[C@@]1(C)O[C@@H]21 (stereo partly drawn) | -18* | 6.9* | -19* | -24* | -9.4* | -46* | -83* | -5.2* | -82*
CCCCC(CCCCCC(CCCC)NCc1ccc2c(c1)OCO2)NCc1ccc2c(c1)OCO2 (stereo not drawn) | -100* | -100* | -100* | -100* | -99* | -83* | -100* | -100* | -100*
Nc1nc(-c2ccccc2)nc2nonc12 | 105 | 99 | 101 | 98 | 105 | 104 | 111 | 90 | 103
C#C[C@]1(O)CC[C@H]2[C@@H]3CC=C4c5nc(Nc6ccccn6)sc5CC[C@]4(C)[C@H]3CC[C@@]21C | 17 | -32* | -25* | -29* | 16 | 28 | 21 | 30 | 34
CC[N+](C)(C)N | 118 | 107 | 105 | 100 | 102 | 98 | 114 | 111 | 113
CC(=O)OCC(=O)[C@@]1(O)CC[C@H]2[C@@H]3CCC4=CC(=O)CC[C@]4(C)[C@@]3(Cl)[C@@H](O)C[C@@]21C | 101 | 95 | 97 | 90 | 107 | 99 | 105 | 81 | .
COc1ccccc1-n1c(-c2sc(NC(C)=O)nc2C)n[nH]c1=S | 119 | 108 | 108 | 96 | 106 | 108 | 135 | 109 | 108
COc1ccc(Nc2nc(-c3cc(O)c(C)c(C)c3O)cs2)cc1 | 87 | 24 | 71 | 44 | 74 | 71 | 10 | 103 | 110
c1coc(-c2nc3ccccc3s2)c1 | 105 | 101 | 103 | 85 | 117 | 90 | 106 | 101 | 112
O=C(Cn1cc(CSc2nc3ccccc3o2)nn1)Nc1cccc(Cl)c1 | 105 | 98 | 106 | 91 | 92 | 98 | 107 | 103 | 119
COc1cc(-c2c(C#N)c(-c3cccs3)nc3c2c(-c2ccccc2)nn3-c2ccccc2)ccc1O | 86 | 78 | 88 | 66 | 83 | 84 | 101 | 95 | 100
NS(=O)(=O)c1ccc(NC(=O)Nc2nnc(-c3ccc(Cl)cc3)s2)cc1 | 114 | 105 | 100 | 109 | 102 | 115 | 109 | 110 | 105
COc1cccc(/C=C2\Oc3cc(OCCCN4CCCC4)ccc3C2=O)c1OC | 106 | 102 | 99 | 92 | 100 | 94 | 99 | 95 | 113
CCCCCC[C@H]([C@H](C)O)n1cnc2c(N)ncnc21 | 92 | 97 | 100 | 78 | 113 | . | 99 | 86 | 106
COc1cc(CN2CCO[C@H](COc3cccc(F)c3)C2)ccc1Cl | 41 | 69 | 47 | 28 | 9.5* | 22 | 49 | 48 | 49
COc1cc(/C=C2\C(=O)N(CCOc3cc(O)c4c(=O)cc(-c5ccccc5)oc4c3)c3ccccc32)cc(OC)c1O | 94 | 51 | 22 | 76 | 82 | 70 | 55 | 103 | 80

3 compounds already listed, ordered by SMILES length, low to high.
SMILES | DU-145 | KM12 | SW-620 | PC-3 | OVCAR-4 | OVCAR-8 | OVCAR-3 | OVCAR-5 | HCC-2998
Nc1nc(-c2ccccc2)nc2nonc12 | 105 | 99 | 101 | 98 | 105 | 104 | 111 | 90 | 103
CC(=O)OCC(=O)[C@@]1(O)CC[C@H]2[C@@H]3CCC4=CC(=O)CC[C@]4(C)[C@@]3(Cl)[C@@H](O)C[C@@]21C | 101 | 95 | 97 | 90 | 107 | 99 | 105 | 81 | .
COC(=O)[C@]12CC[C@@H](C(=O)/C=C/c3cccnc3)[C@@H]1[C@H]1CC[C@@H]3[C@@]4(C)C/C(=C/c5cccnc5)C(=O)C(C)(C)[C@@H]4CC[C@@]3(C)[C@]1(C)CC2 | -68* | -75* | -67* | -14* | -39* | -34* | -93* | -63* | -55*

Pulled by structure from the list above (two):
SMILES | DU-145 | KM12 | SW-620 | PC-3 | OVCAR-4 | OVCAR-8 | OVCAR-3 | OVCAR-5 | HCC-2998
COc1cc(/C=C2\C(=O)N(CCOc3cc(O)c4c(=O)cc(-c5ccccc5)oc4c3)c3ccccc32)cc(OC)c1O | 94 | 51 | 22 | 76 | 82 | 70 | 55 | 103 | 80
NS(=O)(=O)c1ccc(NC(=O)Nc2nnc(-c3ccc(Cl)cc3)s2)cc1 | 114 | 105 | 100 | 109 | 102 | 115 | 109 | 110 | 105

(listing goes on)
SMILES | DU-145 | KM12 | SW-620 | PC-3 | OVCAR-4 | OVCAR-8 | OVCAR-3 | OVCAR-5 | HCC-2998
Cc1cc(=O)n2nc(SCc3nnc4n(Cc5ccccc5)c(=O)c5c6c(sc5n34)CCCC6)sc2n1 | 96 | 98 | 114 | . | 107 | 87 | 94 | 115 | .
Cc1cc(O)c(C(=O)c2cc(-c3ccc([N+](=O)[O-])cc3)c(=O)n(NC(=O)OC(C)(C)C)c2)cc1C | 81 | 89 | 83 | 81 | 67 | 85 | 103 | 99 | 106
COC(=O)[C@H]1O[C@@H](n2cnc3c(=O)[nH]c(N)nc32)[C@H](O)[C@@H]1O | 111 | 111 | 104 | 105 | 103 | 102 | 113 | 101 | 105
Cc1ccc(S(N)(=O)=O)cc1S(N)(=O)=O | 105 | 95 | 94 | 92 | 108 | 104 | 101 | 100 | 102
Cc1oc2nc[nH]c(=O)c2c1C(=O)/C=C/c1ccc(Cl)cc1Cl | 78 | 52 | 31 | 59 | 69 | 45 | 49 | 134 | 102
COc1ccccc1OCC(O)CN1CCN(CC(=O)Nc2c(C)cccc2C)CC1 (stereo not drawn) | 108 | 104 | 106 | 88 | 101 | 97 | 109 | 102 | 107
CC(C(=O)O)S(=O)(=O)Cc1ccccc1 (stereo not drawn) | 114 | 113 | 105 | 95 | 110 | 102 | 120 | 98 | 110
CN(C)CCOc1ccccc1Cc1ccc(Br)cc1 | 98 | 95 | 91 | 78 | 95 | 93 | 91 | 90 | 90
CC(=O)Nc1ccc(C)c(Nc2cc(-c3ccc(-n4cccn4)cc3)[nH]n2)c1 | 81 | 31 | 32 | 65 | 82 | 80 | . | 93 | 83
O=C(O)CC(Cl)C(Cl)CC(=O)O (stereo not drawn) | 106 | 101 | 103 | 98 | 104 | 102 | 106 | 106 | 110
CCOC(=O)c1[nH]c(CN)c(C(=O)OCC)c1C | 113 | 94 | 88 | 87 | 114 | 103 | 99 | 86 | 103
O=C(OCc1ccc2c(Cl)cc(Cl)c(O)c2n1)OCc1ccc2c(Cl)cc(Cl)c(O)c2n1 | 70 | 89 | 90 | 75 | 83 | 70 | 84 | 113 | 104
C/C(=C(/c1ccccc1)c1ccc(N2C(=O)c3cccc4c(N5CCN(c6ccccc6)CC5)ccc(c34)C2=O)cc1)c1ccccc1 | 102 | 96 | 94 | 87 | 103 | 100 | 99 | 93 | 94
C=C1C(=O)O[C@@H]2[C@@H]3O[C@@](C)(CC/C=C(\C)CCC[C@@H]2C)[C@H](O)C[C@@H]13 | 50 | 76 | 33 | 40 | 70 | 35 | 14 | 97 | 97
COc1ccc2c3c1O[C@H]1C[C@@H](O)C=C[C@@]31CCN(C)C2 | 111 | 105 | 105 | 98 | 108 | 103 | 99 | 101 | 107
CC(=O)OC(OC(C)=O)c1ccc([N+](=O)[O-])cc1 | 103 | 104 | 89 | 84 | 97 | 101 | 119 | 103 | 103
COc1cc(-c2cc(/C=C/C(=O)c3ccc(N)cc3)[nH]n2)cc(OC)c1OC | 7.2* | -35* | -38* | 11 | 27 | -53* | -46* | -15* | -75*
CS(=O)(=O)c1nccc(-c2c(-c3ccc(O)cc3)nc3sccn23)n1 | 101 | 94 | 104 | 104 | 107 | 109 | 95 | 98 | 106
CNC1(C#N)CCCCC1 | 123 | 130 | 99 | 98 | 113 | 108 | 143 | 100 | 114
Cc1cc(N=C2NC(=O)/C(=C/c3ccc([N+](=O)[O-])cc3)S2)no1 | 76 | 80 | 80 | 76 | 68 | 48 | 80 | 97 | 80
OC(c1ccccc1)(c1ccccc1)c1ccccc1-c1ccccc1 | 96 | 94 | 82 | 86 | 80 | 97 | 101 | 95 | 88
COc1ccccc1NS(=O)(=O)c1cccc(C(=O)Nc2ccc(Br)cc2)c1 | 52 | 35 | 55 | 25 | 35 | 58 | 46 | 69 | 57
CC(=C(CCOP(=O)(O)O)SC(=O)c1ccccc1)N(C=O)Cc1cnc(C)nc1N | 118 | 110 | 107 | 93 | 104 | . | 122 | . | 94
CCCc1cc(=O)nc2nncc(-c3ccccc3)n12 | 111 | 110 | 111 | 92 | 113 | 101 | 118 | 102 | 107
CCOC(=O)c1c(C)nn(CC(O)c2ccccc2)c1NC(=O)Nc1ccccc1F (stereo not drawn) | 101 | 88 | 89 | 84 | 89 | 98 | 98 | 96 | 104
Other entries
SMILES | DU-145 | KM12 | SW-620 | PC-3 | OVCAR-4 | OVCAR-8 | OVCAR-3 | OVCAR-5 | HCC-2998
N#Cc1cnc2cc(OC[C@H](O)CO)c(NC(=O)CC3CSSC3)cc2c1Nc1ccc(OCc2cccc(F)c2)c(Cl)c1 | -94* | -82* | -71* | -100* | -63* | -55* | -89* | -48* | -82*
C[C@@]1(CO)C[C@@H](O)C[C@]2(C)[C@@H]1CC[C@@]13C[C@@H]4[C@@H](C[C@H]12)[C@]4(C)C3 | 108 | 111 | 107 | 94 | 97 | 98 | 115 | 101 | 108
COC(=O)[C@H](Cc1cn(C)cn1)NC(=O)[C@H](Cc1c[nH]c2ccccc12)NC(=O)Nc1cc(C(F)(F)F)cc(C(F)(F)F)c1 | -88*[100 µM] | -87*[100 µM] | -38*[100 µM] | -89*[100 µM] | -51*[100 µM] | -78*[100 µM] | -96*[100 µM] | -74*[100 µM] | -97*[100 µM]
COc1ccc(C2=Nn3c(nnc3-n3nc(C)cc3C)SC2)cc1 | -16* | 10 | 22 | 9.9* | 61 | 18 | -48* | 49 | 4.2*
CN(C)[C@@H]1C(=O)C(C(=O)NCN2CCCC2)=C(O)[C@@]2(O)C(=O)C3=C(O)c4c(O)cccc4[C@@](C)(O)[C@H]3C[C@@H]12 | 122 | 105 | 111 | 94 | 102 | 107 | 120 | 111 | 106
Cc1ccc(S(=O)(=O)Oc2cccc([N+](=O)[O-])c2)cc1 | 109&100 | 62&53 | 90&83 | 89&79 | 102&91 | 99&103 | 111&123 | 102&101 | 99&87
COc1c(NC[C@H]2OC(O)[C@H](O)[C@@H](O)[C@@H]2O)c(=O)c1=O (stereo partly drawn) | 115 | 111 | 101 | 93 | 84 | 101 | 113 | 103 | 98
CC(C)c1nc2ccccc2n1CC(=O)N/N=C/c1ccc(OCCOc2ccc(C=O)cc2)cc1 | 101 | 92 | 97 | 88 | 104 | 97 | 97 | 100 | 105
O=C1NN(C(=O)c2cc([N+](=O)[O-])cc([N+](=O)[O-])c2)C(c2ccccc2)=N/C1=C/c1ccoc1 | 99 | 103 | 94 | 89 | 86 | 88 | 111 | 98 | 101
c1ccc(N/N=C(\C(=N\Nc2ccccc2)c2ccccc2)c2ccccc2)cc1 | 102 | 95 | 84 | 68 | 68 | 88 | 81 | 85 | 83
NC1=C(O)C(=O)C(c2ccc(C3OC(N)=C(O)C3=O)cc2)O1 (stereo not drawn) | 106 | 101 | 104 | 99 | 103 | 105 | 110 | 105 | 114
CSc1nc2c(c(=O)n1C)CN(Cc1ccccc1)C(=O)CN2 | 109 | 86 | 96 | . | 91 | 106 | 99 | 94 | 85
COc1cc(CNC(=O)[C@]23CCC(C)(C)CC2C2=CCC4[C@@]5(C)CCC(OC(C)=O)C(C)(C)C5CC[C@@]4(C)[C@]2(C)CC3)ccc1OCc1cn(-c2ccc(C#N)cc2)nn1 (stereo partly drawn) | 110 | 99 | 100 | 107 | 91 | 105 | 109 | 107 | 115
CCN(CC)CC(O)c1cc(-c2ccc(Cl)cc2)nc2c(C)c(Cl)ccc12 (stereo not drawn) | -71* | -100* | -86* | -68* | -26* | -83* | -100* | -97* | -97*
c1ccc(CCNc2nc(-c3ccccc3)n3ncc(NCCc4ccccc4)c3n2)cc1 | 99 | 72 | 74 | 70 | 19 | 74 | 67 | 109 | 85
